Screens as filed in PubChem BioAssay.
NR2F2 inh: NR2F2 (human) inhibition, primary screen; HEK293T NGFI-A luciferase reporter, luminescence; inhibition, % at 8.6 µM; 370,000 tested, 0.7% active;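 active means inhibition above a per-plate cutoff, mean inhibition of test wells between control levels plus 3 SD, cut at about 38% in these data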;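 further: cells cotransfected with COUP-TFII expression vector driving the NGFI-A reporter; 0% = median of COUP-TF2 test wells and 100% = reporter-only cells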
TRAIL sens C8: caspase-8 TRAIL sensitization. NB7+C8 cells + TRAIL, ATPlite viability luminescence. inhibition (viability loss, TRAIL sensitization), % at 10 µM. 360,000 tested, 1% active;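 active means compounds causing at least 50% loss of cell viability in the single-dose screen, relative to plate controls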
Shn3 inh set2: inhibitors of Schnurri-3 3'UTR reporter in osteoblasts. 360,000 tested, 0.52% active. Clone20 osteoblast Shn3 3'UTR firefly luciferase, 24 h. inhibition, % at 12.5 µM;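 active means mean inhibition of at least 75% with every replicate also reaching 75%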;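 further: 0% = median of neutral control wells and 100% = pilot-screen positive control compound; some compounds past the cut are filed as inactive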
TWEAK Fn14 block: inhibitors of TWEAK-Fn14 interaction signaling; TWEAK-stimulated Fn14 reporter cells, luciferase luminescence, 8 h; inhibition, % at 10 µM; 360,000 tested, 2% active; AID 1159606; in the data active means inhibition above about 50%
EBV LMP1 NFkB: reduces LMP1-driven NF-kappaB luciferase signal; LMP1-induced NF-kappaB luciferase reporter cells, luminescence; inhibition, % at 12.5 µM; 350,000 tested, 0.69% active; AID 504558; in the data active means inhibition above about 41%;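 further: 0% = neutral control wells and 100% = reference inhibitor control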
CF NFkB inh: blocks PAF-induced NF-kB reporter in cystic fibrosis cells; KKLEB NF-kB-GFP reporter, GFP fluorescence overnight; inhibition, % at 5 µM; 360,000 tested, 0.86% active;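 active means at least 50% inhibition at 5 µM, scaled per plate between neutral and stimulator controls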;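 further: PAF is a Pseudomonas aeruginosa culture filtrate used as stimulus; plate controls were PAF-stimulated DMSO wells for no effect and unstimulated DMSO wells for full effect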
NCOA1 inh: inhibits human SRC1 coactivator. Q15788. HEK293 GAL4-SRC1 luciferase reporter, luminescence. inhibition, % at 3.6 µM. 360,000 tested, 0.12% active. AID 588354;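 active means inhibition above the campaign mean plus 3 SD, with each screening campaign given its own cutoff, cut at about 60% in these data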;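 further: 0% = DMSO treated cells and 100% = gossypol at 36 µM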
TROY signal inh: blocks TROY-dependent signaling in reporter cells; AID 1347056; Q293 LMP1-TROYcd NF-kB luciferase reporter, 4 h; 360,000 tested, 0.98% active; inhibition, % at 10 µM;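 active means compounds whose plate-normalised and pattern-corrected inhibition of the luciferase reporter signal at the single screening dose is 50% or more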
LRH-1 inv ag: inverse agonists of human LRH-1 (NR5A2). HEK293T StAR-luciferase reporter, LRH-1 transfected, 24 h. inhibition, % at 3.6 µM. 360,000 tested, 0.13% active;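 active means inhibition above the mean inhibition of all tested compounds plus 3 SD, cut at about 73% in these data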;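 further: 0% = DMSO wells and 100% = reporter-only cells lacking LRH-1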
SRC3 inh: inhibitors of human steroid receptor coactivator 3 (SRC3); Q9Y6Q9; 360,000 tested, 0.17% active; inhibition, % at 3.6 µM; HEK293 GAL4-SRC3 luciferase reporter, luminescence;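 active means inhibition above a per-campaign cutoff, the mean of all compounds plus 3 SD, cut at about 60% in these data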;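 further: 0% = DMSO-treated cells and 100% = gossypol-treated cells at 36 µM; higher means less SRC3-driven luciferase light from the GAL4 reporter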
KKLEB cytotox: CF airway cell cytotoxicity counter-screen; KKLEB CF airway cells viability, ATPlite luminescence, overnight; stronger effect = lower value; cells stimulated with P. aeruginosa culture filtrate; activity change (cytotoxicity), % at 5 µM; 360,000 tested, 0.36% active; AID 602141;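 active means corrected activity change at or below -50% at 5 µM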
Active calls of the source: *; · = no result given. Not all compounds are listed; the hit share may differ from the screen's.

SMILES | NR2F2 inh | TRAIL sens C8 | Shn3 inh set2 | TWEAK Fn14 block | EBV LMP1 NFkB | CF NFkB inh | NCOA1 inh | TROY signal inh | LRH-1 inv ag | SRC3 inh | KKLEB cytotox
COc1ccc(C(=O)Nc2cccc(-c3nc4ncccc4o3)c2C)cc1OC | -1 | 1 | 7 | 5 | 0 | -6 | 3 | -21 | -17 | -21 | 10
COCCc1ccc(OC2(C)CCN(Cc3cccc(OCOC)c3)C2)cc1 (stereo not given) | -20 | 7 | 6 | -15 | · | 14 | 0 | 7 | 16 | -10 | -3
C/C(CC(=O)Nc1cc(C)ccn1)=N\NC(=O)c1ccncc1 | -15 | -5 | -17 | 3 | -8 | -20 | 8 | 4 | 7 | -1 | 4
O=C(Nc1cccc2ccccc12)N1CCc2ccccc2C1 | 1 | -9 | 6 | 10 | 2 | -4 | -32 | 29 | 10 | -16 | -2
Cc1ccc(NC(=O)CCN2CCc3ccccc3C2)cc1 | 14 | -38 | 27 | 11 | -6 | -6 | -6 | 11 | 7 | -7 | 3
O=C(CCCc1ccccc1)Nc1ccccc1[N+](=O)[O-] | -21 | 2 | -26 | -32 | -29 | 6 | -34 | -40 | -75 | -34 | 2
Cc1ccc(S(=O)(=O)NCCCCCC(=O)Nc2ccccc2C)cc1 | -17 | 1 | -16 | 20 | 1 | -1 | -7 | -20 | -6 | -9 | 1
O=C(CC12CC3CC(CC(C3)C1)C2)NCC(c1ccc(F)cc1)N1CCOCC1 (stereo not given) | 6 | -1 | -15 | 6 | 2 | 14 | 0 | -7 | 15 | 9 | -10
CCCCNC(=O)c1onc(CSc2nc3ccccc3[nH]2)c1C(=O)NCCCC | 28 | 21 | -12 | -10 | 5 | 28 | -4 | 23 | -11 | -15 | -16
CN(C(=O)C1CCCCC1)C1CCS(=O)(=O)C1 (stereo not given) | -7 | -7 | 7 | -11 | 1 | -14 | 3 | 4 | 2 | -14 | -18
O=C(c1ccco1)n1nc(-c2cccnc2)nc1NCc1ccco1 | -2 | -2 | -13 | 2 | 6 | 6 | -1 | -21 | -7 | 16 | -7
Cc1cnc(C(=O)OCC(=O)c2c(N)n(CC(C)C)c(=O)n(C)c2=O)cn1 | -10 | -5 | 25 | 2 | -2 | 16 | -14 | 29 | -8 | 10 | 14
CCN(CC)S(=O)(=O)c1cccc(NC(=O)CSc2nnc(N)s2)c1 | -4 | -13 | -10 | 4 | -4 | -6 | -11 | 7 | -10 | 5 | -2
Cc1ccc(C)c(C(=O)COC(=O)c2cc(Cl)nc3ccccc23)c1 | 20 | 15 | -12 | -17 | 0 | 4 | -5 | -31 | -11 | 9 | 0
O=C(COc1ccc2ccc(=O)oc2c1)Nc1ccc(CCO)cc1 | -14 | -2 | -6 | -3 | -6 | 16 | -2 | 0 | 11 | -3 | -10
O=C1CC[C@@H](C(=O)N2CSC[C@@H]2C(=O)Nc2cccc(C(F)(F)F)c2)N1 | -5 | -9 | -44 | -11 | 1 | -6 | 1 | -6 | -16 | 0 | 2
N#Cc1sc2nc(N3CCCCC3)c3c(c2c1N)CCCC3 | 6 | -12 | 10 | -5 | -7 | -15 | 11 | -3 | -4 | -11 | -2
O=C1NC2(Nc3ccccc31)C(=O)Nc1ccccc12 (stereo not given) | -20 | -5 | -9 | -1 | -9 | -11 | -19 | -14 | -52 | -14 | -4
C=CCn1c(=O)c2ccccc2n2c(SCc3csc(-c4ccccc4)n3)nnc12 | -23 | -3 | 9 | 2 | 4 | 10 | 2 | -6 | 8 | 18 | -4
CS(=O)(=O)N(Cc1ccccc1)c1ccc(C(=O)Nc2cccnc2)cc1 | 6 | 13 | 13 | 14 | -1 | -4 | 15 | 9 | -2 | 20 | -5
COCCN1Cc2cccc(C(=O)Nc3cc(OC)ccc3OC)c2C1=O | -6 | 1 | -12 | 4 | -5 | 6 | -1 | 6 | 23 | -6 | 2
Cc1ccc(S(=O)(=O)N2CCN(C(=S)NCCc3ccccc3)CC2)cc1 | 10 | 1 | -10 | 5 | -5 | 9 | 18 | 2 | 19 | 9 | 7
Cc1cc(C)c(C#N)c(SCC(=O)Nc2ccc(S(=O)(=O)Nc3ncccn3)cc2)n1 | -2 | 6 | -24 | -14 | -10 | -16 | -51 | -6 | -19 | 0 | 16
CCOC(=O)C1=C2NC(=O)c3ccccc3N2C(=O)C1 | -4 | -6 | 8 | -1 | -3 | -2 | -1 | 13 | 8 | 7 | 11
Cc1cccc(N2CCN(C(=O)Cc3ccc(Br)cc3)CC2)c1C | -4 | 1 | 0 | -18 | -7 | 11 | -23 | -2 | -6 | -7 | -13
COc1cc(-c2cnc3c(NC=O)cc(-c4cccc(NC(C)=O)c4)cn23)cc(OC)c1OC | -78 | 5 | 21 | 60* | · | 84* | -10 | 25 | 64 | 14 | -67*
COc1cc(C2NC(=O)C(C#N)=C(S)N2c2ccccc2)ccc1OC(C)C (stereo not given) | 0 | -3 | -8 | -9 | -6 | -33 | -1 | 0 | -1 | -8 | 12
O=C(CCN1C(=O)[C@@H]2Cc3ccccc3CN2C1=O)Nc1cccc(F)c1 | 1 | -22 | -13 | 0 | -1 | 20 | -21 | -18 | -5 | 19 | 0
CC1CCCC(NC(=O)COC(=O)c2ccccc2Sc2ccccc2C#N)C1C (stereo not given) | -22 | -7 | -11 | 10 | 6 | 8 | -2 | 9 | -4 | 4 | -3
COc1ccc(/C=C2\SC(=S)N(CCC(=O)NC3C=CS(=O)(=O)C3)C2=O)cc1 (stereo not given) | 23 | 24 | -9 | 35 | 1 | 12 | 10 | -17 | 12 | 5 | 8
CCn1cc([N+](=O)[O-])nc1C | -1 | 6 | -31 | -7 | 6 | -1 | 16 | -18 | 0 | 14 | 3
CC1CCN(c2ccc(C(=O)NCc3ccco3)cc2[N+](=O)[O-])CC1 | 14 | -1 | -3 | -25 | -1 | -12 | -21 | -58 | 6 | -4 | -3
O=C(CSc1nnc2ccc(-c3cccnc3)nn12)Nc1ccccc1F | -23 | -7 | 7 | -9 | 6 | 26 | -39 | 9 | 0 | 5 | -4
O=C(CCS(=O)(=O)c1ccccc1Cl)NC1CCCCCC1 | -23 | -6 | -53 | -9 | -15 | 0 | -22 | -22 | -46 | -28 | -8
CC1(C)CC(=O)c2cnc(NC3CC3)nc2C1 | -14 | 4 | -15 | -5 | 1 | 8 | 1 | -11 | 25 | -2 | -6
CN(C)c1nc(OCCOC(=O)COc2ccc(Cl)cc2Cl)nc(N(C)C)n1 | -12 | -13 | -3 | 5 | 7 | 11 | 7 | 3 | -12 | 9 | 25
O=C(/C=C/c1ccccc1)/C=C/c1ccccc1 | 1 | 4 | 64 | 90* | -59 | -80 | -12 | 27 | 14 | -8 | -17
Cc1cc(CN(C)Cc2ccc(OCC(O)CN(C)Cc3ccccc3)cc2)on1 (stereo not given) | 11 | -13 | 6 | 8 | 10 | -2 | 8 | -6 | 7 | 3 | -3
O=C(c1cc2cc(Cl)ccc2oc1=O)N1CCCCCCC1 | 22 | -3 | -15 | -5 | -13 | 8 | -24 | 21 | -8 | -16 | -10
CC1=C(c2ccccc2)C(O)(c2ccccc2)C(C)C1=O (stereo not given) | 1 | 10 | -1 | 2 | -7 | 11 | 2 | 10 | 1 | -7 | 3

Look-ups from the list:
TRAIL sens C8 with `Cc1ccc(S(=O)(=O)N2CCN(C(=S)NCCc3ccccc3)CC2)cc1` stands at 1
LRH-1 inv ag with `CC1CCN(c2ccc(C(=O)NCc3ccco3)cc2[N+](=O)[O-])CC1` stands at 6

Further structures follow.
SMILES | NR2F2 inh | TRAIL sens C8 | Shn3 inh set2 | TWEAK Fn14 block | EBV LMP1 NFkB | CF NFkB inh | NCOA1 inh | TROY signal inh | LRH-1 inv ag | SRC3 inh | KKLEB cytotox
CC(C)CCNC(=O)C(c1ccco1)N(CC1CCCO1)C(=O)Cn1nnc2ccccc21 (stereo not given) | 3 | -1 | 15 | -9 | -1 | -8 | -23 | 13 | 3 | 9 | 10
O=C(NCC(c1ccco1)N1CCN(c2ccccc2)CC1)OCc1ccccc1 (stereo not given) | 7 | 9 | 26 | 1 | -6 | 17 | -79 | -31 | -19 | 19 | -5
C=CCC[C@@H](Cc1ccc(F)cc1)C(=O)OC[C@H](C)NC(=O)[C@@H](CC=C)CC(=O)N(CCO)Cc1ccccc1 | 23 | -3 | 14 | 25 | 2 | 0 | -9 | 14 | -17 | 11 | 7
Cc1ccccc1OCC(O)CN1CCCCC1 (stereo not given) | -24 | -5 | -4 | 1 | 9 | 16 | 0 | 11 | -6 | 7 | -1
CCc1nnc(NC(=O)CCC(=O)N2CCN(Cc3ccc(F)cc3)CC2)s1 | -4 | -7 | -7 | -1 | -5 | 11 | 5 | -3 | 16 | -1 | -8
C[C@@H]1CN([C@H](C)CO)C(=O)c2c(c3ccccc3n2C)-c2ccccc2CO[C@H]1CN(C)C(=O)Nc1ccccc1 | 11 | 8 | -15 | 9 | 0 | 18 | -9 | 2 | -2 | 4 | -7
Cc1[nH]n(-c2ccc(Cl)cc2)c(=O)c1C=NC12CN3CN(CN(C3)C1)C2 | -8 | -3 | -37 | -12 | 2 | -1 | -7 | -7 | -4 | 8 | 6
CC(C)(C)N(CC#CCC(O)(c1ccccc1)C1CCCC1)CCO (stereo not given) | 6 | -8 | 5 | 14 | 0 | -6 | -14 | 5 | 17 | -28 | 3
Cc1cccc(C2NC(=O)c3ccccc3N2)c1 (stereo not given) | -23 | 49 | -25 | 6 | -4 | 5 | -105 | -29 | -79 | -72 | -1
COc1ccc(CNCc2ccc(OC)c3ccccc23)cc1 | 4 | 6 | 2 | 3 | 3 | -13 | -15 | -2 | -9 | -12 | 2
Cc1nc(SCC(=O)NC(=O)NC(C)C)nc(C)c1C | 2 | 0 | -1 | 7 | -4 | 10 | -1 | 0 | 8 | 14 | -6
C=CCSc1ncccc1C(=O)NCCc1ccccc1 | 1 | -24 | 25 | 15 | 0 | 2 | -25 | 8 | -4 | -3 | -1
C[C@@H]1CN([C@@H](C)CO)C(=O)c2cc(Br)cnc2O[C@H]1CN(C)C(=O)c1cccc(F)c1 | -14 | -9 | -37 | 8 | -10 | -27 | -5 | -1 | 2 | 8 | -12
Cc1ccc(CN2CCN(Cc3cn[nH]c3C3CCCCC3)CC2CCO)cc1 (stereo not given) | -10 | 13 | -3 | -7 | -1 | -3 | -34 | -14 | -1 | -10 | 2
Cc1ccc(NC(=S)N2CCN(S(=O)(=O)c3ccc(C)cc3)CC2)cc1 | 4 | 13 | 34 | 9 | 6 | -10 | 2 | 1 | 10 | 2 | 5
CCOC(=O)c1sc(NC(=O)COc2ccc3c(c2)OCO3)nc1C | 6 | -6 | 7 | 14 | -1 | 4 | -2 | -16 | 3 | -19 | -8
COc1cc(N2CCCC2)c(OC)cc1/C=C(/C#N)c1ccc(Br)cc1 | 20 | 2 | -12 | 2 | 3 | -60 | 0 | -15 | 1 | -7 | -3
